Source: PubChem BioAssay (several laboratories)
IMP-1 inhibitor: IMP-1 metallo-beta-lactamase inhibitors, primary screen, biochemical, epi-absorbance readout, Pseudomonas aeruginosa enzyme | purified IMP-1, nitrocefin hydrolysis, epi-absorbance fluorescence | inhibition, % at 5.6 µM | actives 0.45% (n = 290,000) | AID 1556, 2009;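 active means inhibition above the mean plus 3 SD of all compounds in the same screening run, cut at about 4.5% in these data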;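 further: 0% = IMP-1 with DMSO and 100% = DMSO wells lacking enzyme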
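Assay system: purified IMP-1; Quantity: IMP-1 0.2 nM before substrate addition; Medium: HEPES buffer pH 7.1 with ZnSO4 and Brij 35; Incubation: 15 min enzyme–compound preincubation, then 25 min nitrocefin reaction, 25 °C; Signal: fluorescence quenching readout, ex 480/em 530 nm; Controls: DMSO with and without IMP-1; Repeats: singlicate testing.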
CRFBP-R2 block: antagonists of CRF-BP/CRF-R2 complex, primary screen, cell-based, HEK293, calcium dye fluorescence, uHTS; CRF-induced calcium fluorescence; inhibition, % at 11.8 µM; actives 0.59% (n = 350,000);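 active means inhibition of the ligand-induced calcium signal above about 50% at the single tested concentration, limit read from the data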
p-CIP stab down: p/CIP-EGFP fusion destabilizers, primary screen, fluorescence, F442A cells. actives 0.01% (n = 290,000). decrease of EGFP signal, % at 10 µM. 16 h;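 active means EGFP signal decrease of at least 30% at 10 µM or well 3 SD below plate mean, unless failing retest; inactive means the rest, including hits failing retest or dose response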; further: some compounds called inactive have numbers as strong as hits; many of its hits are not listed in these tables
Target sequence (Q05BA5 1-1403): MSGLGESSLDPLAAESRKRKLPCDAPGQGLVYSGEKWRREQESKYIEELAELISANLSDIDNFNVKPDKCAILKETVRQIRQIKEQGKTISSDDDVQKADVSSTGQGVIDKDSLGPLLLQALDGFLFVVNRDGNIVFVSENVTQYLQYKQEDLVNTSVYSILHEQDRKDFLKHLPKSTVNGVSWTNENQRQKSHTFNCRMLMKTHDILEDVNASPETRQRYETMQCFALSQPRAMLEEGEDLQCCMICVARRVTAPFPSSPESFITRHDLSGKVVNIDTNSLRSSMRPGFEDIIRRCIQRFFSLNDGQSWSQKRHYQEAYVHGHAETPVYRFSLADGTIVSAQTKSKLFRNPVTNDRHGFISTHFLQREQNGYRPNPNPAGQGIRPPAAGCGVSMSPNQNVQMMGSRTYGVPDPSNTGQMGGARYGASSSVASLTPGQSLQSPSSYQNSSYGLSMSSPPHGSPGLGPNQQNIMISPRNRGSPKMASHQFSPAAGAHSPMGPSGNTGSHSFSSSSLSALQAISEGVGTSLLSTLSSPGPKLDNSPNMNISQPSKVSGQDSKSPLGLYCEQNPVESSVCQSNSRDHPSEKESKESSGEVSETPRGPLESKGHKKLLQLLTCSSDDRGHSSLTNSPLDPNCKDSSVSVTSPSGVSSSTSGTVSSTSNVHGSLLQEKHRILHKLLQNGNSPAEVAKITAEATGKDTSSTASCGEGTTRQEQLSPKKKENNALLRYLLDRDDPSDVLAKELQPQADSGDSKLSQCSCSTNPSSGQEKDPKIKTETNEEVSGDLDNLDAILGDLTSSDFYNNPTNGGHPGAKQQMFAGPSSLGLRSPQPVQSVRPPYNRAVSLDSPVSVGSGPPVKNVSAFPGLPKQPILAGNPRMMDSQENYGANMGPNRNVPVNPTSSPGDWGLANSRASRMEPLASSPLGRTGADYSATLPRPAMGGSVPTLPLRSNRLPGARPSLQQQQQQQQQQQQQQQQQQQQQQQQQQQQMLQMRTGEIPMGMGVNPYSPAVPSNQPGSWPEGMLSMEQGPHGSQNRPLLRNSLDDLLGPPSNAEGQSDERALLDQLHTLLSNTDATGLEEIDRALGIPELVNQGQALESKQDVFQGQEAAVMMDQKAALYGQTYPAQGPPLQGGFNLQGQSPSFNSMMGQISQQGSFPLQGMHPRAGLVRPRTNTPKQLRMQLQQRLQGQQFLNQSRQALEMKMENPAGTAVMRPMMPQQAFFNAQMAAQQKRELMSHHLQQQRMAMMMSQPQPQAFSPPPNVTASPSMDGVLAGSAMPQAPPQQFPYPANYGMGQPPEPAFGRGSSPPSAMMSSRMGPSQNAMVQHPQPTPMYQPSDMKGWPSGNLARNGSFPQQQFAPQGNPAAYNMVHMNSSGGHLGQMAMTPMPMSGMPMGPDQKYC
GalR3 antagonist: GalR3 antagonists in HEK293 cells, primary screen, cell-based, fluorescence readout | actives 0.44% (n = 360,000) | inhibition, % at 3 µM | AID 651719, 2012 | Galanin receptor type 3 (Homo sapiens), O60755 | HEK293 GalR3-CNG cAMP membrane potential fluorescence; galR3 body fused to GalR1 C-terminus;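 active means inhibition above the screen-wide average plus 3 SD, cut at about 13% in these data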;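 further: forskolin and galanin both at EC90 stimulate the cells; cAMP rise reported by CNG channel membrane potential dye signal; 0% = forskolin plus galanin with DMSO and 100% = forskolin alone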
IDE cell activ: human IDE activators in live cells, primary screen, fluorescence polarization, HEK cells, FAbeta-B substrate | actives 0.073% (n = 340,000) | FAbeta-B cleavage; 0% vehicle, 100% cell-free pure enzyme wells | activation, % at 5.96 µM | AID 493087, 2011;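 active means activation above the mean of all tested compounds plus 3 SD, set per screening campaign, cut at about 17% in these data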
VIM-2 inh: VIM-2 metallo-beta-lactamase inhibitors, primary screen, biochemical, epi-absorbance readout, Pseudomonas aeruginosa enzyme | inhibition, % at 5.6 µM | actives 0.89% (n = 290,000) | AID 1527, 2009 | purified VIM-2, nitrocefin hydrolysis, epi-absorbance fluorescence;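 active means inhibition above the mean of all tested compounds plus 3 SD, cutoff set per screening run, cut at about 7.5% in these data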;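 further: red hydrolysis product quenches plate fluorescence so inhibitors raise well fluorescence; 0% = enzyme with DMSO and 100% = DMSO without enzyme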
IDE inh: human IDE inhibitors in live cells, primary screen, fluorescence polarization, HEK cells, FAbetaB substrate | Insulin-degrading enzyme (Homo sapiens), P14735 | inhibition, % at 5.59 µM | actives 0.41% (n = 320,000) | FAbetaB cleavage;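 active means percent inhibition above the average of all tested compounds plus 3 SD, set per screening campaign, cut at about 16% in these data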;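 further: IDE supplied by intact live HEK cells; FP after avidin binding of uncleaved biotin substrate so inhibition keeps polarization high; 0% = DMSO wells and 100% = 60 µM reference IDE inhibitor Ii1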
SUMO HTRF inh: inhibitors of in vitro SUMOylation cascade, primary screen, biochemical, HTRF, uHTS; SUMO-conjugating enzyme UBC9 (Homo sapiens), P63279; HTRF SUMOylation assay, SAE1/SAE2 + UBC9; inhibition, % at 35 µM; actives 0.36% (n = 290,000); AID 2006, 2009; in the data active means inhibition above about 50%, passing the limit was not always enough; further: strong numbers were not always called active
NS3 helicase inh: inhibitors of HCV NS3 helicase, primary screen, biochemical, Cy5 molecular beacon fluorescence; NS3 helicase DNA unwinding; inhibition, % at 10.9 µM; AID 1800, 2009; actives 0.56% (n = 290,000);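 active means inhibition above the mean of all tested compounds plus 3 SD, set per campaign, cut at about 35% in these data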;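 further: 0% = DMSO wells and 100% = thioflavine S control wells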
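Material: hepatitis C virus NS3 helicase domain fragment enzyme; measured by: Cy5 fluorescence, 0 and 60 min reads; control set: DMSO and thioflavine S; incubation: 60 min unwinding reaction at 25 °C after ATP addition; read-out basis: % inhibition from 60/0 min fluorescence ratio, DMSO 0%, thioflavine S 100%; repeats: singlicate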
Starred values were filed as active, the others as inactive; / = not tested or not shown.

#1 COc1ccc(C(=O)COC(=O)c2cncc(Br)c2)cc1
#2 COC(C[C@@H](O)[C@H](C)[C@H](O)COCc1ccccc1)OC
#3 CCc1ccc(-c2nc(CN3CCC(C(=O)NCc4ccccc4OC)CC3)c(C)o2)cc1
#4 CC(C)[C@H](NC(=O)N1CCn2c1nc1ccccc12)C(=O)NCc1ccccc1Cl
#5 Cc1ccc(C(=O)CCC(=O)NC2=NCCS2)cc1
#6 Cc1cc(C(=O)Nc2ccc(S(=O)(=O)Nc3nccs3)cc2)c(C)o1
Screen / compound no.,1,2,3,4,5,6
IMP-1 inhibitor,/,/,-2.4,-1.7,/,-4.7
CRFBP-R2 block,-5,7,-30,1,-8,-15
p-CIP stab down,/,-15,-14,-4,/,-10
GalR3 antagonist,-8,3,-8,-10,1,-3
IDE cell activ,1,4,1,1,1,2
VIM-2 inh,/,/,-4.1,-1.4,/,-0.9
IDE inh,-3,/,0,0,2,1
SUMO HTRF inh,/,21,14,-8,/,12
NS3 helicase inh,/,/,-51,-15,/,2

#7 COc1ccc(CCC(=O)N2CCN(c3ccccc3)CC2)cc1OC
#8 COc1cccc(CNC(=O)CSc2cc(=O)n(C)c3ccccc23)c1
#9 CCOC(=O)N1CCN(S(=O)(=O)c2cc(Br)cnc2N)CC1
#10 Cc1cc(=O)oc2cc(Oc3ccc(C(N)=O)cc3[N+](=O)[O-])ccc12
#11 CCOC(=O)[C@@H]1[C@H]2COc3cc(OC)ccc3[C@H]2N2C(=O)N(c3ccc(F)cc3)C(=O)[C@@]12C
#12 CC(=O)Nc1ccc(S(=O)(=O)Nc2c(NC3CCCCC3)c3ccccc3oc2=O)cc1
Screen / compound no.,7,8,9,10,11,12
IMP-1 inhibitor,-1.7,-2.2,-3.5,0.4,-1.5,-2.2
CRFBP-R2 block,-73,0,4,17,0,12
p-CIP stab down,-6,10,-10,-5,-5,-11
GalR3 antagonist,-9,-4,-2,-4,-3,-5
IDE cell activ,-3,2,5,5,-2,5
VIM-2 inh,-1.9,0.7,-3.6,0.5,-0.6,-4.0
IDE inh,1,-3,5,-2,2,2
SUMO HTRF inh,1,10,11,20,3,11
NS3 helicase inh,8,-14,2,-7,5,6

#13 Fc1ccc(-c2c[nH]c(=S)n2Cc2ccccc2)cc1
#14 CC1(C)Cc2c(c(N3CCOCC3)nc3sc(C(=O)Nc4cccc(Cl)c4)c(N)c23)CO1
#15 O=c1oc2cc(OCc3c(F)cccc3Cl)ccc2cc1-c1ccccn1
#16 Cc1cc(C)n(CCC(=O)N/N=C/c2ccc(Br)c([N+](=O)[O-])c2)n1
#17 O=C(O)CNc1ncccc1[N+](=O)[O-]
#18 COc1ccc2cc(N=Cc3nc(-c4ccc(C)cc4)oc3O)cnc2c1
Screen / compound no.,13,14,15,16,17,18
IMP-1 inhibitor,-0.8,-3.1,-1.8,-3.7,-2.5,-2.0
CRFBP-R2 block,-40,-15,-22,-8,4,6
p-CIP stab down,-13,-10,/,16,-5,3
GalR3 antagonist,-9,-7,-3,-2,17*,-7
IDE cell activ,-1,-8,5,7,6,1
VIM-2 inh,-1.2,-3.2,-1.6,-3.4,-2.2,-3.9
IDE inh,5,8,2,3,-1,2
SUMO HTRF inh,-17,11,/,6,9,3
NS3 helicase inh,13,-12,1,2,5,11

A second format for part of the listing above.
#13 Fc1ccc(-c2c[nH]c(=S)n2Cc2ccccc2)cc1
  IMP-1 inhibitor: -0.8 | CRFBP-R2 block: -40 | p-CIP stab down: -13 | GalR3 antagonist: -9 | IDE cell activ: -1 | VIM-2 inh: -1.2 | IDE inh: 5 | SUMO HTRF inh: -17 | NS3 helicase inh: 13

#14 CC1(C)Cc2c(c(N3CCOCC3)nc3sc(C(=O)Nc4cccc(Cl)c4)c(N)c23)CO1
  IMP-1 inhibitor: -3.1 | CRFBP-R2 block: -15 | p-CIP stab down: -10 | GalR3 antagonist: -7 | IDE cell activ: -8 | VIM-2 inh: -3.2 | IDE inh: 8 | SUMO HTRF inh: 11 | NS3 helicase inh: -12

Next part.
#19 CC1Cc2cc(/C(O)=C3\C(=O)C(=O)N(CCN(C)C)C3c3ccccc3F)ccc2O1 (stereo unspecified)
#20 COc1ccc(CC(=O)NNC(=S)NC(=O)c2cccnc2)cc1
#21 COc1cc(OC)c(NC(=O)CCCn2c(=O)oc3ccccc32)cc1Cl
#22 Cc1cc(C)nc(NC(N)=NCCc2c[nH]c3ccccc23)n1
#23 CCOc1ccc(N(C(=O)CNC(=O)c2cccs2)C(C(=O)NCC2CCCO2)c2ccc(OC)c(OC)c2)cc1 (stereo unspecified)
#24 CC(NC(=O)c1ccc2nc[nH]c2c1)c1ccccc1 (stereo unspecified)
Screen / compound no.,19,20,21,22,23,24
IMP-1 inhibitor,-2.2,-2.3,-1.6,-3.0,-1.6,-3.8
CRFBP-R2 block,3,4,6,8,-22,-14
p-CIP stab down,-8,3,-8,-5,-9,-12
GalR3 antagonist,-5,-5,-11,-8,3,-3
IDE cell activ,6,2,-3,4,8,-2
VIM-2 inh,0.9,-2.5,-0.1,-1.4,-1.1,-2.4
IDE inh,5,0,0,5,-2,2
SUMO HTRF inh,3,26,7,23,15,8
NS3 helicase inh,-8,6,-2,-11,-1,4

#25 O=[n+]1c2c(n([O-])c3ccccc31)CCC2
#26 COc1ccc(O)c(C(=O)c2cc(C#N)c(=O)n(Cc3ccccc3)c2)c1
#27 CC(C(=O)Nc1ccc(S(=O)(=O)N2CCOCC2)cc1)N1C(=O)C2CC=CCC2C1=O (stereo unspecified)
#28 CC(C)(C)NCc1cc(Cl)ccc1OCc1cccs1
#29 O=C(CCNS(=O)(=O)c1cccc2nsnc12)NCc1ccccc1Cl
#30 COc1cc(S(=O)(=O)N2CCCCCC2)c(OC)cc1Br
Screen / compound no.,25,26,27,28,29,30
IMP-1 inhibitor,-3.9,-3.8,-3.6,-3.3,0.2,-4.4
CRFBP-R2 block,5,3,29,-20,13,-16
p-CIP stab down,1,-5,5,-4,-7,-7
GalR3 antagonist,/,-5,-4,-6,3,-8
IDE cell activ,0,-2,-2,-2,0,3
VIM-2 inh,-1.7,-2.0,0.6,-3.0,0.7,0.7
IDE inh,6,0,-1,9,1,6
SUMO HTRF inh,9,11,-15,-1,0,15
NS3 helicase inh,1,-2,-2,-17,3,-9

Some entries already given with just SUMO HTRF inh:
entry	smiles	SUMO HTRF inh
30	COc1cc(S(=O)(=O)N2CCCCCC2)c(OC)cc1Br	15
25	O=[n+]1c2c(n([O-])c3ccccc31)CCC2	9

More compounds.
#31 O=c1nc(N/N=C/C=C/c2ccccc2)cn[nH]1
#32 CCOC(=O)C1CCN(C(=O)c2ccc(N3CCOCC3)c([N+](=O)[O-])c2)CC1
#33 CN(C)C=Nc1ccc2nn(-c3ccccc3)nc2c1
#34 COc1ccc(CN(C)C(C)C(=O)Nc2cccc3ccccc23)cc1 (stereo unspecified)
#35 COC(=O)C1(Cc2cc(-c3ccccc3)no2)CCN(C(=O)OC(C)(C)C)CC1
#36 COc1ccc(N(CC(=O)NCCC2=CCCCC2)S(C)(=O)=O)cc1OC
Screen / compound no.,31,32,33,34,35,36
IMP-1 inhibitor,0.2,/,-5.4,-1.4,1.0,-0.5
CRFBP-R2 block,98*,3,-34,-1,14,-16
p-CIP stab down,6,/,-7,-4,-9,-4
GalR3 antagonist,-6,-1,-4,-10,-3,-6
IDE cell activ,3,3,2,1,4,6
VIM-2 inh,-1.1,/,-1.7,-2.2,0.3,-3.5
IDE inh,-5,7,1,-1,6,-2
SUMO HTRF inh,-33,/,60*,-13,14,-1
NS3 helicase inh,23,/,13,-10,-23,-1

#37 Cc1ccc(CNC(=O)C2CCCN(S(=O)(=O)N3CC(C)CC(C)C3)C2)cc1 (stereo unspecified)
#38 COc1ccc(N(CC(=O)NC(C)C)C(=O)CCC(=O)Nc2ccccn2)cc1
#39 CCC(CC)c1nnc(NC(=O)c2cc([N+](=O)[O-])ccc2N2CCOCC2)s1
#40 CCN1CCN(C(=O)c2ccc(Cl)c(S(=O)(=O)N3CCCCCC3)c2)CC1
#41 COc1ccc(N2CC(C(=O)NNC(=O)c3ccc(Br)cc3)CC2=O)c(OC)c1 (stereo unspecified)
#42 COC(=O)[C@]1(Cc2ccccc2)N[C@H](CN(C)C(=O)Nc2ccccc2)[C@@H]2C(=O)N(C)C(=O)[C@@H]21
Screen / compound no.,37,38,39,40,41,42
IMP-1 inhibitor,-2.2,-3.4,/,-4.2,/,/
CRFBP-R2 block,15,-2,-19,-6,-6,10
p-CIP stab down,-2,-12,/,11,/,/
GalR3 antagonist,-8,-1,1,-4,-3,-5
IDE cell activ,3,3,7,1,6,0
VIM-2 inh,-1.0,-1.5,/,-4.3,/,/
IDE inh,-3,0,4,6,3,0
SUMO HTRF inh,/,12,/,-5,/,/
NS3 helicase inh,2,-1,/,-1,/,/

#43 O=C(CCCN1C(=O)/C(=C/c2ccccc2)SC1=S)NCCCn1ccnc1
#44 O=C(COc1ccc2c3c(c(=O)oc2c1)CCC3)Nc1ccccn1
#45 O=C(N/N=C/c1ccccn1)c1cccc([N+](=O)[O-])c1
#46 Cc1cccc(Nc2nnc(-c3ccc(N4CCOCC4)c([N+](=O)[O-])c3)c3ccccc23)c1
#47 Cc1ccn2cc(-c3ccc(NC(=O)c4ccco4)cc3)nc2c1
#48 COc1cccc(C(=O)N(Cc2nc(-c3ccc(C)cc3)no2)C(C)C)c1
Screen / compound no.,43,44,45,46,47,48
IMP-1 inhibitor,-0.6,-2.8,-5.4,-3.1,-4.6,-6.3
CRFBP-R2 block,-16,-16,-2,45,4,30
p-CIP stab down,-13,-9,11,-23,0,-6
GalR3 antagonist,0,2,-5,-8,-9,-8
IDE cell activ,-2,3,2,-4,-1,-1
VIM-2 inh,0.1,-1.4,-5.0,-0.1,-0.5,-2.6
IDE inh,3,0,-3,-7,18*,-2
SUMO HTRF inh,19,-37,4,11,12,4
NS3 helicase inh,-11,-5,3,10,15,5

An unsorted share of the library; about 3.2% have a hit in one of these screens.
